# Screens as filed in PubChem.
# CatB inh = human cathepsin B inhibition; inhibition, %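 (tested at 10 µM)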; 0.1% of 63,000 active; P07858; purified cathepsin B, fluorogenic substrate, fluorescence; in the data active means inhibition above about 21%;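 further: 0% = enzyme with no compound and 100% = no enzyme blank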
# C1s block = human complement C1s inhibition | purified C1s, fluorogenic AMC substrate, pooled mixtures | P09871 | 0.16% of 62,000 active | mean inhibition % of two 10-compound mixtures (hits give high values), % at 5 µM (by protocol);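 active means inhibition above 20% in each of the two 10-compound mixture wells holding the compound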;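 further: 0% = enzyme wells lacking compound mixture and 100% = no-enzyme blank wells; some compounds called inactive have numbers as strong as hits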
# CatL inh = blocks human cathepsin L protease activity | AID 460 | P07711 | purified cathepsin L, fluorogenic substrate, fluorescence | inhibition, %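 (tested at 10 µM)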 | 0.17% of 58,000 active; in the data active means inhibition above about 45%;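 further: 0% = enzyme with no compound and 100% = no enzyme blank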
# Target sequence (P07711 114-288 limits assumed): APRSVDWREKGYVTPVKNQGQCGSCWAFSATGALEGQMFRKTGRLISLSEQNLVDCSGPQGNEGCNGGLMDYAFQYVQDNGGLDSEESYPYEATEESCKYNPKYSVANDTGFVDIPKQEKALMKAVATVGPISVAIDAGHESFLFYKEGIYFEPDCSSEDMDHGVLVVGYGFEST
# Target sequence (P07711 292-333 limits assumed): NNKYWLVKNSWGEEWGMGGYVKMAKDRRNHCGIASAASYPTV
# Cathepsin G inh = cathepsin G (human) inhibition. P08311. purified enzyme, AMC-tetrapeptide fluorescence, pooled mixtures. inhibition, % at 5 µM (by protocol). 0.2% of 62,000 active;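 active means inhibition above 20% in each of the two mixture wells holding the compound; inactive means inhibition of 20% or less in either well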;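 further: 0% = enzyme control without mixture and 100% = blank lacking enzyme; strong numbers were not always called active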
# FXIa inh mix = blocks human factor XIa in pooled compound mixtures; P03951; purified FXIa, fluorogenic substrate; inhibition, % at 5 µM; 0.19% of 62,000 active;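 further: each value is inhibition by a whole ten-compound pool holding the compound; 0% = enzyme with no mixture and 100% = wells lacking enzyme; strong numbers were not always called active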
# FXIIa mix inh = inhibitors of human coagulation factor XIIa, pooled mixtures. P00748. purified FXIIa, fluorogenic substrate. inhibition, % at 5 µM. 0.2% of 62,000 active. AID 684;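 further: 0% = enzyme without compound and 100% = no enzyme blank; some results filed as inactive read as strong as hits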
# Target sequence (P00748 20-372 limits assumed): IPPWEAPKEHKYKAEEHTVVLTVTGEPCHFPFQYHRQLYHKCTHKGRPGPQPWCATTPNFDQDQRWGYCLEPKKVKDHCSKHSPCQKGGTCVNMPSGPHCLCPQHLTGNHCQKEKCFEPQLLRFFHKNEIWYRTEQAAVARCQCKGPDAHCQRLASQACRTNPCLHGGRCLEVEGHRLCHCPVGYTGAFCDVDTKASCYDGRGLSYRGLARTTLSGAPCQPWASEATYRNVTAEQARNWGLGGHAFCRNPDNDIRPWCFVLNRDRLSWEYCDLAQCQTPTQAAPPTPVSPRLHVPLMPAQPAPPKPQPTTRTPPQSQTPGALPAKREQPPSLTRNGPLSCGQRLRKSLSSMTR
# Target sequence (P00748 373-615 limits assumed): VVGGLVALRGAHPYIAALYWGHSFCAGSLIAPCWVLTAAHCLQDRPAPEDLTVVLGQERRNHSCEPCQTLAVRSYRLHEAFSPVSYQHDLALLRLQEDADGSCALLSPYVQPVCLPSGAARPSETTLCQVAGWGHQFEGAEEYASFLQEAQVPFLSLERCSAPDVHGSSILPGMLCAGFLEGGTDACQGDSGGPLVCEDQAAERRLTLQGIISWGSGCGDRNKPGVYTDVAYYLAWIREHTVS
# A340 absorber = compound absorbs light at 340 nm; compound absorbance at 340 nm, fold over control; fold change at 10 µM; 65,000 tested, under 10 active; AID 708;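 active means at 10 µM dose, initial 340 nm absorbance at least 2 fold that of control wells; inactive means change under 2 fold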;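 further: initial absorbance extrapolated from kinetic A340 decline of NADH oxidation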
# CatB mixtures = human cathepsin B inhibition by mixtures; P07858; Purified cathepsin B, AMC dipeptide fluorescence, compound mixtures; 0.06% of 62,000 active; inhibition, %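 (ten-compound pools at 5 µM per compound and 50 µM total)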; in the data active means inhibition above about 22%, passing the limit was not always enough; inconclusive means no clear call, values can overlap the other calls;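 further: 0% = enzyme without compound and 100% = no enzyme blank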
# CatS inh = blocks human cathepsin S protease activity; P25774; recombinant cathepsin S, AMC dipeptide fluorescence, pooled mixtures; inhibition, %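 (tested at 5 µM per compound within 10-compound mixtures)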; 0.06% of 62,000 active; AID 501; in the data active means inhibition above about 32%, passing the limit was not always enough; inconclusive means no clear call, values can overlap the other calls;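 further: 0% = enzyme without compound and 100% = blank without enzyme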
# Target sequence (P25774 115-331 limits assumed): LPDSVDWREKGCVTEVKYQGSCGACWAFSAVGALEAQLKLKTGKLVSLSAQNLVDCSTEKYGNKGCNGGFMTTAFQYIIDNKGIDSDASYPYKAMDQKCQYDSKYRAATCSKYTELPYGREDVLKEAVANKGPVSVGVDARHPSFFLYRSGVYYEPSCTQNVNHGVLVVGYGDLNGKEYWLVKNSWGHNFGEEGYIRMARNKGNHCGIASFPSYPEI
# * marks the source's active call; other numbers are inactive results; ? = inconclusive; · = no result given. Unless noted, no stated cut-off is given here; in the data, active means inhibition above about 20% (passing the limit was not always enough); inactive means the rest.
# Sequence of screens: CatB inh	C1s block	CatL inh	Cathepsin G inh	FXIa inh mix	FXIIa mix inh	A340 absorber	CatB mixtures	CatS inh
CN(C)c1cccc(N=C2C=C(N3CCOCC3)CC(C)(C)C2)c1
 : 7	-101	1	-29	-46	-6	1.1	-8	-17
FC(F)(F)c1ccc(N2CCOCC2)c(NC2=NCCCCC2)c1
 : 2	8	9	16	14	15	0.99	7	15
O=C(Nc1nc(-c2ccccc2)ns1)c1cccs1
 : 2	8	2	10	1	4	1.1	3	-14
Cc1nc2ccc(S(=O)(=O)NCC(=O)N3CCC(C)CC3)cc2s1
 : -1	-8	-5	-1	1	3	0.99	1	-4
CCc1ccccc1NC(=O)c1cc2sccc2n1C
 : 0	-1	·	9	-7	14	1.1	1	7
COc1ccc(NC(=O)CSc2nnc(-c3ccccn3)n2N)c(OC)c1
 : 1	-3	16	-2	7	5	1	1	12
CC(O)Cc1nsc(NC(=O)c2ccc(Br)o2)n1 (stereo not given)
 : 6	-6	10	-2	2	4	1.1	5	6
COCCNS(=O)(=O)c1cc(-c2nn(C)c(=O)c3ccccc23)ccc1C
 : -1	13	·	8	5	9	1.1	4	?
Cn1c(C(=O)O)c(CC(=O)NCC2COc3ccccc3O2)c2ccccc21 (stereo not given)
 : -1	16	-8	11	8	-17	0.99	4	-2
Cc1cc(=O)n2c(n1)OC(CO)C2 (stereo not given)
 : 1	-36	-7	-9	-9	4	0.99	-7	-10
CCOC(=O)C1CCN(c2nnc(N3CCCC3=O)s2)CC1
 : 2	10	-1	9	9	8	0.98	5	0
CCOC(=O)Cc1csc(NC(=O)COc2ccccc2OC)n1
 : 7	0	·	-1	7	11	1	1	11
CCc1ccccc1NC(=O)CSc1nnc([C@@H]2CCCN2C(=O)OC(C)(C)C)o1
 : 6	15	0	-5	11	3	1	0	-1
Cc1c2cnn(CC(=O)N3CCN(c4ncccn4)CC3)c(=O)c2c(C)n1Cc1ccc(F)cc1
 : 1	-17	0	-12	2	-16	1	3	5
Cc1nc2ccccc2n1-c1ccccc1
 : 1	13	2	11	10	7	1	3	-2
CCOC(=O)c1sc(NCCNc2nc(C)c(C(=O)OCC)s2)nc1C
 : 2	16	2	11	5	3	1.1	4	-1
COCCn1c(=O)[nH]c2cc(C(=O)NCCN3CCN(c4ccccc4F)CC3)ccc2c1=O
 : 5	-4	-2	0	4	-3	1.1	2	14
COc1cccc(NC(=O)c2ccc(CN3CCOCC3)cc2)c1
 : 4	-14	1	-12	4	2	1.1	6	6
Cc1cccc(N2CCN(CC(=O)NCC3CCCCC3)CC2)c1C
 : 1	6	0	-1	0	-14	1.1	-1	7
O=C(Cn1c(CC(=O)N2CCCC2)nc2ccccc21)NCc1ccccc1
 : 0	4	-3	-1	0	-8	0.99	3	-3
CCn1ncc(Br)c1C(=O)Nc1sc2c(c1C(=O)OC)CCC2
 : -1	5	-24	8	11	4	1.1	-1	7
COc1ccc(-c2nnn(CC(=O)Nc3sc4c(c3C#N)CCCC4)n2)cc1
 : 1	3	3	-3	11	14	1	4	-9
Cn1c(=O)[nH]c(=O)c2c1nc(N1CCCCCC1)n2CC(=O)c1ccccc1
 : 7	-6	12	9	6	12	1	5	13
Cc1[nH]nc2c1C(c1ccc(Cl)cc1)C(C#N)=C(N)O2 (stereo not given)
 : 1	-2	7	-1	5	-1	1	9	19
CC1=C(C(=O)OC(C)C)C(c2cccs2)N2C(=O)CCSC2=N1 (stereo not given)
 : 3	7	12	12	-1	3	1.1	-4	1
CC12CN3CCN(CC(C3)C1(O)CN1CCOCC1)C2 (stereo not given)
 : 2	3	5	8	12	5	1	0	8
C/C=C/c1ccc(Oc2nnnn2-c2ccc(C(=O)O)cc2)c(OC)c1
 : 2	-46	25	-3	-9	-1	1	1	1
C=CCOc1nc2c(c(=O)n(C)c(=O)n2C)n1Cc1c(Cl)cccc1Cl
 : 4	-1	19	12	7	17	1	-4	-3
CN1CCN(C(=O)c2cc3nc(-c4ccccc4)cc(C(F)(F)F)n3n2)CC1
 : 3	0	12	7	-3	5	1.1	3	0
CCCc1nc2ccccc2c2nc(N)nn12
 : 4	21	1	13	8	2	1	7	-12

# Copied from the list.
# Cc1[nH]nc2c1C(c1ccc(Cl)cc1)C(C#N)=C(N)O2 (stereo not given) in FXIa inh mix = 5
# CCOC(=O)C1CCN(c2nnc(N3CCCC3=O)s2)CC1 in CatL inh = -1

# Other structures
# Sequence of screens: CatB inh	C1s block	CatL inh	Cathepsin G inh	FXIa inh mix	FXIIa mix inh	A340 absorber	CatB mixtures	CatS inh
CC(OC(=O)c1cc2sccc2n1C)C(=O)NCc1ccc2c(c1)OCO2 (stereo not given)
 : 0	-2	7	9	6	1	1	1	-11
CC(C)NC(=O)c1cnc(N2CCN(c3ccccn3)CC2)c2ccccc12
 : -4	2	6	2	3	1	1	-4	7
COCCNC(=O)c1noc2c1CCc1cc(OC)ccc1-2
 : 2	16	9	50*	5	-14	1	3	-5
Cc1ccc(S(=O)(=O)N[C@H](C(=O)N2CCC(C(=O)NCC(=O)O)CC2)C(C)C)cc1
 : -3	-1	11	0	-9	4	1.1	-4	2
CCOc1ccc(Cn2c(SCCCCC#N)nc3c2c(=O)n(C)c(=O)n3C)cc1OCC
 : 2	14	4	7	7	4	1	2	-1
CCN(CC)S(=O)(=O)C1CCS(=O)(=O)C1 (stereo not given)
 : 2	-4	3	-3	5	11	1	3	-5
CCc1nc2ccccc2n1CC(=O)N1CCN(S(=O)(=O)c2cccc(C(F)(F)F)c2)CC1
 : 2	4	16	-5	6	6	1	3	0
COc1ccc(N(CC(=O)N2CCN(C)CC2)S(C)(=O)=O)cc1OC
 : 6	-21	14	11	10	5	1	4	9
CCOCCCn1c(=S)[nH]c2cc3c(cc2c1=O)OCO3
 : 5	1	16	4	5	-10	1	4	17
COc1ccc(C)cc1S(=O)(=O)N(C)CC(=O)Nc1ccccc1
 : 4	14	-9	10	4	0	1	6	-2
CCOC(=O)c1cc2sccc2n1Cc1ccccc1
 : 4	-12	-2	-5	3	2	0.97	12	25
CCOC(=O)c1cnc2cc3c(cn2c1=O)CCCC3
 : 2	-26	-76	6	6	-9	1.1	2	8
COc1ccc(OC)c(C2C(C(N)=O)=C(C)Nc3nc(CCCO)nn32)c1 (stereo not given)
 : 2	6	5	8	3	4	1	0	-2
COc1cc(/C=N\n2nnnc2N)ccc1OCc1ccc(F)cc1
 : 2	0	9	5	0	3	1.1	-5	-4
O=C1c2ccccc2-c2c1nc1c([n+]2[O-])CCCC1
 : 6	11	8	12	4	5	1	4	6
CC(=O)NCCn1c(SCc2ccccc2F)nc2ccccc2c1=O
 : 5	-6	7	2	9	6	1.1	1	0
CCC(=O)N1CCc2cc(S(=O)(=O)NCCC(=O)N3CCN(Cc4ccccc4)CC3)ccc21
 : 1	-5	8	-5	7	7	1	3	11
CCOC(=O)N1CCN(C(=O)C2CCC(CNS(=O)(=O)c3ccccc3)CC2)CC1 (stereo not given)
 : 5	1	1	7	-5	5	0.99	3	-4
CC1CCCC(C)N1CCCNC(=O)c1cc2c(=O)n(C)c3ccccc3c2n1C (stereo not given)
 : 3	3	·	0	-1	-3	1.1	0	7
N=c1n(Cc2ccccc2)c2ccccc2n1CC(O)COc1ccccc1 (stereo not given)
 : ·	17	·	5	0	8	1	0	0
COc1ccc2nc(NC(=O)c3ccc4ncsc4c3)sc2c1
 : -3	-8	3	0	6	-13	1.1	4	11
COc1ccc(C(=O)NCc2nnc(SCC(=O)Nc3cc(C)cc(C)c3)o2)cc1OC
 : 1	6	-3	2	9	-4	1	8	0
COc1ccc(S(=O)(=O)NCc2ccc3c(c2)cc(C)n3C)cc1
 : 1	9	·	11	-3	-16	1	-2	5
CCCc1cc(C(N)=O)c(NC(=O)c2cc(C)on2)s1
 : 2	1	20	-4	-6	-17	1.1	-5	1
CC1C=CC(C)C(C(=O)O)C1C(=O)O (stereo not given)
 : -1	4	7	5	2	-27	0.99	4	-4
Cc1ccccc1Nc1nnc(C)c(=O)[nH]1
 : -1	-4	-1	8	2	-15	1.1	-4	0
COc1ccc(C(=O)CSc2nnc(-c3cccnc3)n2Cc2ccco2)cc1
 : -6	5	-7	-1	5	-1	1	4	-4
CCN1CCN(C(c2cc3cc4c(cc3[nH]c2=O)OCO4)c2nnnn2C(C)(C)CC)CC1 (stereo not given)
 : 0	-4	-185	3	1	2	1.1	-2	11
CCn1c(=S)ccc2ccc(OC)cc21
 : 5	-17	0	-11	-12	-5	1	-2	-3
c1ccc(Nc2nc(-c3cccnc3)cs2)nc1
 : -2	12	-3	29	6	0	1	-4	-6

# Part of the list above in another layout.
Structure | CatB inh | C1s block | CatL inh | Cathepsin G inh | FXIa inh mix | FXIIa mix inh | A340 absorber | CatB mixtures | CatS inh
CCOC(=O)N1CCN(C(=O)C2CCC(CNS(=O)(=O)c3ccccc3)CC2)CC1 (stereo not given) | 5 | 1 | 1 | 7 | -5 | 5 | 0.99 | 3 | -4
CC1CCCC(C)N1CCCNC(=O)c1cc2c(=O)n(C)c3ccccc3c2n1C (stereo not given) | 3 | 3 | · | 0 | -1 | -3 | 1.1 | 0 | 7
N=c1n(Cc2ccccc2)c2ccccc2n1CC(O)COc1ccccc1 (stereo not given) | · | 17 | · | 5 | 0 | 8 | 1 | 0 | 0
COc1ccc2nc(NC(=O)c3ccc4ncsc4c3)sc2c1 | -3 | -8 | 3 | 0 | 6 | -13 | 1.1 | 4 | 11
COc1ccc(C(=O)NCc2nnc(SCC(=O)Nc3cc(C)cc(C)c3)o2)cc1OC | 1 | 6 | -3 | 2 | 9 | -4 | 1 | 8 | 0
COc1ccc(S(=O)(=O)NCc2ccc3c(c2)cc(C)n3C)cc1 | 1 | 9 | · | 11 | -3 | -16 | 1 | -2 | 5
CCCc1cc(C(N)=O)c(NC(=O)c2cc(C)on2)s1 | 2 | 1 | 20 | -4 | -6 | -17 | 1.1 | -5 | 1
CC1C=CC(C)C(C(=O)O)C1C(=O)O (stereo not given) | -1 | 4 | 7 | 5 | 2 | -27 | 0.99 | 4 | -4
Cc1ccccc1Nc1nnc(C)c(=O)[nH]1 | -1 | -4 | -1 | 8 | 2 | -15 | 1.1 | -4 | 0
COc1ccc(C(=O)CSc2nnc(-c3cccnc3)n2Cc2ccco2)cc1 | -6 | 5 | -7 | -1 | 5 | -1 | 1 | 4 | -4
CCN1CCN(C(c2cc3cc4c(cc3[nH]c2=O)OCO4)c2nnnn2C(C)(C)CC)CC1 (stereo not given) | 0 | -4 | -185 | 3 | 1 | 2 | 1.1 | -2 | 11
CCn1c(=S)ccc2ccc(OC)cc21 | 5 | -17 | 0 | -11 | -12 | -5 | 1 | -2 | -3
c1ccc(Nc2nc(-c3cccnc3)cs2)nc1 | -2 | 12 | -3 | 29 | 6 | 0 | 1 | -4 | -6

# Next part.
# Sequence of screens: CatB inh	C1s block	CatL inh	Cathepsin G inh	FXIa inh mix	FXIIa mix inh	A340 absorber	CatB mixtures	CatS inh
Cc1ccc(S(=O)(=O)N(C)CC(=O)Nc2ccncc2)cc1
 : 5	3	-1	10	5	6	1	3	-1
COC(=O)c1cc2occc2n1CC(=O)Nc1cc(OC)cc(OC)c1
 : -1	11	-12	11	9	0	0.99	2	-4
CN(C)S(=O)(=O)c1ccc(Oc2ccc(S(=O)(=O)N(C)C)cc2)cc1
 : 7	-2	1	0	7	11	0.99	4	-3
CCOc1ccc(-c2cn(S(=O)(=O)c3cccc4nsnc34)nc2N)cc1
 : -2	2	39	0	7	8	0.98	8	11
CC(=O)OC(C#CCN1CCOCC1)c1ccccc1 (stereo not given)
 : -4	6	10	3	-2	8	1	-4	-7
CN1CCN(C(=O)C(Cc2ccccc2)NS(=O)(=O)c2ccc3c(c2)CCC(=O)N3)CC1 (stereo not given)
 : 1	1	5	5	2	4	1	3	1

# An excerpt, so the mix of outcomes need not match the whole.
